High-throughput results from PubChem BioAssay.
Nrf2 block: inhibitors of Nrf2 signaling; Potency, µM (series often up to 46 µM), inactives show at the highest dose activity change, negative = inhibition, hits mostly inhibitors; A549 ARE-Fluc reporter, luciferase luminescence, 18-24 h; AID 504444; 360,000 compounds, 2.1% hits; further: potency means the concentration at half of the fitted maximal effect; on the % scale 0 is the no-effect control and ±100 the full control effect; nearly all actives have a fitted effect of over 60% in size
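Cells were seeded and rested 2 h, then exposed to compounds for 18-24 h. CellTiter-Fluor was read first as a viability measure. BugLite was added 15 min before the final luminescent read of ARE-luciferase activity in A549 cells.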
HepG2 viability: counter-screen for TGF-b inhibitors: cytotoxicity in HepG2 cells; HepG2 CAGA-GFP viability, ATP luminescence, 18 h; Potency, µM (highest dose often 46.1 µM), inactives show at the highest dose activity change, negative = cytotoxicity, most hits filed as cytotoxic; 410,000 compounds, 0.76% hits; AID 588856; further: potency means the concentration at half of the fitted maximal effect; some results filed as inactive show a strong effect at the top dose
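CellTiter-Glo luminescence gave cytotoxicity after 18 hours at 37 degrees C. The cells were HepG2 CAGA-GFP in 1% FBS DMEM, stimulated with 500 pg/mL TGF-beta after compound addition. %Activity was normalised to no-cell wells (complete cell-killing) and DMSO (no toxicity), and curves were fitted and classified.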
Nrf2 activator: activates Nrf2 signaling. AREc32 ARE-luciferase reporter (MCF7-derived line), luminescence, 24 h. Potency, µM (top dose mostly 46.1 µM), without a hit: top-dose activation, hits mostly activators. 410,000 compounds, 0.31% hits. AID 624171; further: potency means the concentration at half of the fitted maximal effect; % of control where 0% means no effect; nearly all actives have a fitted effect of over 65% in size
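AREc32 cells carrying an ARE-driven firefly luciferase reporter were seeded at 1000 cells/well in OPTI-MEM with 5% FBS, then exposed to compound for 24 hr at 37 deg C. Luminescence was read with Steady-Glo after 30 min at RT.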
pAkt inh: blocks phosphorylation of Akt. 360,000 compounds, 0.32% hits. activity change, % for hits at 50 µM. AID 651550. Neuro2A IGF-stimulated pAkt S473 HTRF, 20 min; hits give low values; in the data active means activity change below about -80%; inconclusive means mostly about -51% to -80%; further: on the % scale 0 is the no-effect control and ±100 the full control effect
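Neuro2A cells in DMEM with 0.5% FBS, overnight at 37 deg C, given compound at single 50 µM final, then IGF (6 nM final) for 20 min at 37 deg C. Lysed; phospho-Akt Ser473 by HTRF after 24 h, 665/615 ratio.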
CCT modulator: modulators of cytosolic chaperonin (CCT/TRiC) activity | activity change, % (no concentration beside the values), hits read low | purified chaperonin ATPase assay, HTRF ADP detection, 30 min | AID 651819 | 360,000 compounds, 0.3% hits; in the data active means activity change below about -30%; further: on the % scale 0 is the no-effect control and ±100 the full control effect
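Nucleotide hydrolysis assay: TRiC at 20–40 nM final (set by batch activity) with 10 uM ATP, 30 min at 37 °C, in presence of 76 uM compound. Detection by competitive ADP HTRF, 30 min ambient.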
ATXN viability: cell viability loss in ATXN counter-screen; Potency, µM (titrated, usually from 56.7 µM), actives largely listed as cytotoxic; AID 651635; 400,000 compounds, 0.49% hits; S2 cells (HEK-293 line with an ATXN2-luciferase reporter) viability, CellTiter-Fluor protease fluorescence, 24 h; further: potency means the concentration at half of the fitted maximal effect; nearly all actives have a fitted effect of over 40% in size
MmCpn inh: inhibitors of Methanococcus maripaludis chaperonin (MmCpn); AID 504842; purified Mm-Cpn ATPase, ADP Transcreener TR-FRET; 330,000 compounds, 0.031% hits; Potency, µM (titrated, usually from 76.9 µM), inactives show top-dose activity, negative = inhibition, actives largely listed as inhibitors; further: potency means the concentration at half of the fitted maximal effect; on the % scale 0 is the no-effect control and ±100 the full control effect; nearly all actives have a fitted effect of over 80% in size
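ATPase read-out: TR-FRET ADP immunoassay (anti-ADP Eu cryptate vs ADP-d2), ex 320 nm, em 590/665 nm; signal drops as ADP forms. Enzyme 25 nM, ATP 10 uM, 30 min at 37°C after 10 min compound preincubation.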
TGFb inhibitor: blocks TGF-b signaling | HepG2 CAGA-GFP TGF-b/SMAD3 reporter, GFP fluorescence, 18 h; TGF-beta stimulated, 500 pg/mL final | Potency, µM (top dose mostly 46.1 µM), for inactives: at the highest dose activity, negative = inhibition, actives largely listed as inhibitors | AID 588855 | 410,000 compounds, 1.2% hits; further: potency means the concentration at half of the fitted maximal effect; on the % scale 0 is the no-effect control and ±100 the full control effect; nearly all actives have a fitted effect of over 65% in size
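GFP signal (ex488/em500-530) from TGF-beta-stimulated HEPG2 CAGA-GFP cells, 500 pg/mL final, 18 h at 37 degrees C in DMEM plus 1% FBS, normalized to unstimulated and DMSO-stimulated controls.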
A549 tox: A549 cytotoxicity, counter-screen for Nrf2 inhibitors | A549 ARE-Fluc cells, CellTiter-Fluor viability, 18-24 h | Potency, µM (top dose mostly 46 µM), for inactives: top-dose activity change, negative = cytotoxicity, actives largely listed as inhibitors | 390,000 compounds, 0.16% hits | AID 504648; further: potency means the concentration at half of the fitted maximal effect; on the % scale 0 is the no-effect control and ±100 the full control effect
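A549 ARE_Fluc cells in 5% FBS OPTI-MEM were exposed to compounds in concentration-response for 18-24 h at 37 deg C. Viability was read by CellTiter-Fluor fluorescence (Ex 405/Em 525) after 30 min, before the luciferase read.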
The depositor's hits bear a star; i = inactive; ? = inconclusive; · = no result given; [ ] = remark or other dose. Unless noted, the call rests on the fitted dose curve; in most records, active means well fitted curve in the direction sought with a large enough effect; inconclusive means small, poorly fitted or top-dose-only effect, or another doubt; inactive means no such curve, though single readings can be large; an effect the other way counts as inactive or inconclusive.

SMILES	Nrf2 block	HepG2 viability	Nrf2 activator	pAkt inh	CCT modulator	ATXN viability	MmCpn inh	TGFb inhibitor	A549 tox
Cc1ccccc1-c1nnc(SCC(=O)N2CCCCC2)o1	21.0%	-19.3%	-0.2%	·	·	?	·	-13.7%	-6.0%
CC(C)CC(=O)c1c[nH]c(C(=O)NCCCN2CCOCC2)c1	4.1%	-11.2%	-0.3%	i	-2.2	i	2.7%	14.6%	-14.8%
CN(C)C(CNC(=O)c1ccc2c(=O)n(-c3ccccc3F)c(=S)[nH]c2c1)Cc1ccccc1 (centres undefined)	-9.1%	-28.0%	-0.8%	i	-5.2	i	0.5%	-6.2%	-8.7%
O=C(NCCC1CCCCN1S(=O)(=O)c1ccccc1)C(=O)Nc1ccc(F)cc1F (centres undefined)	-29.7%	-13.5%	-1.3%	i	-1.4	i	0.5%	-4.4%	?
COc1ccc2nc(C)cc(SCC(=O)N/N=C/c3ccc(O)cc3O)c2c1	-18.6%	4.3%	3.0%	i	0.0	?	-1.4%	0.0%	-1.6%
COc1cc(OC)cc(C(=O)NCC(=O)OCc2ccc(Cl)c(Cl)c2)c1	4.7%	-6.1%	0.5%	i	-5.2	i	-17.0%	-3.6%	-5.3%
COc1ccc(S(=O)(=O)Nc2nnc(C(C)(C)C)s2)cc1	1.9%	3.9%	-0.7%	i	-1.4	i	-1.8%	23.2%	1.2%[1.84 µM]
Cc1ccc(OC(=O)CCC(=O)Nc2ccc(Br)cc2)cc1	1.7%	-0.1%	-0.9%	i	-0.9	i	0.2%	1.9%	1.7%
COc1ccc(-c2cc(C(=O)N(C)Cc3ccc(OC)c(OC)c3OC)c3ccccc3n2)cc1OC	-5.3%	-21.3%	0.9%	i	-2.3	?	·	7.6%	-4.5%
Cc1cccc(C(=O)Nc2nnc(S(=O)(=O)N(C)c3ccccc3C)s2)c1	?	-36.8%	-0.2%	·	·	·	·	0.0%	6.1%
CCOC(=O)C1=C(C(F)(F)F)Nc2ncnn2C1c1cc(OC)ccc1OC (centres undefined)	-8.3%	-0.3%	-0.5%[9.22 µM]	i	-1.2	i	0.2%	-17.3%	-5.5%
CC1(C)Cc2ccccc2C(NNC(=O)c2ccc(Br)o2)=N1	-6.6%	-36.5%	-0.6%	i	3.8	i	·	10.7%	-4.2%
C/C(=N\Nc1ccccc1)c1cccc(N)c1	-3.9%	19.5%	6.0%	i	3.0	i	0.9%	-11.2%	-12.5%
NS(=O)(=O)c1ccc(OC(=O)CNC(=O)OCc2ccccc2)cc1	0.9%	8.9%	-0.6%	i	-3.6	i	·	2.4%	-20.3%
CCc1ccc(-c2nc(CSCC(=O)NCCCN3CCCC3=O)c(C)o2)cc1	-23.4%	-13.6%	-1.0%	i	0.1	i	-0.5%	-12.3%	-8.9%
O=C(C1CCN(S(=O)(=O)c2ccc3c(c2)OCCO3)CC1)N1CCc2ccccc21	14.6µM*	0.5%	-0.5%	i	-0.5	i	-0.3%	-5.9%	-0.1%
CCOC(=O)C(Cc1ccccc1)c1ccnc2nc(N)nn12 (centres undefined)	8.8%	-1.5%	1.0%	i	-1.5	i	1.8%	2.2%	-1.8%
Cc1ccc(Nc2c(-c3ccc(N4CCOCC4)cc3)nc3ccc(Cl)cn23)cc1	8.1%	-16.8%	-1.0%	·	·	i	·	5.0%	4.5%
CCC(C)(C(=O)Nc1ccccc1C)N(C(=O)CNC(C)=O)c1ccccc1C (centres undefined)	15.1%	7.8%	0.0%	i	1.3	i	2.0%	-4.6%	0.2%
COc1ccc(CCNC(=O)Cn2c(=O)cc(C(F)(F)F)c3c(C)nn(C)c32)c(OC)c1	34.3%	5.2%	-0.6%	·	·	i	·	24.4%	-0.9%
COc1cc(C(=O)N(C)C2CCCN(Cc3ccccc3F)C2)cc(OC)c1OC (centres undefined)	0.9%	-0.1%	0.8%	i	2.3	i	-1.0%	-5.9%	-0.3%
Cc1nn(C(C)(C)C)c(OC(=O)CC(C)C)c1S(=O)(=O)c1ccccc1	-26.1%	-15.4%	-0.1%	i	-1.5	i	0.5%	0.0%	15.1%
CC(C)(C)OC(=O)N1CCCC1C(=O)NC1COC2CC(n3ccc(=O)[nH]c3=O)OC12 (centres undefined)	20.2%	4.9%	·	·	·	·	·	-1.8%	-2.6%
O=C(NCCc1csc(-c2ccc(Cl)cc2)n1)c1cccs1	·	-32.6%	2.7%	·	·	?	·	-11.8%	-6.4%
COC(=O)C1SCC2C(=O)N(Cc3ccc(Cl)c(Cl)c3)CC(=O)N21 (centres undefined)	2.7%	-3.8%	-1.2%	i	-0.1	i	-0.5%	-20.4%	-5.0%

Reprinted from the part before: 2 entries, then new ones.
SMILES	Nrf2 block	HepG2 viability	Nrf2 activator	pAkt inh	CCT modulator	ATXN viability	MmCpn inh	TGFb inhibitor	A549 tox
O=C(NCCc1csc(-c2ccc(Cl)cc2)n1)c1cccs1	·	-32.6%	2.7%	·	·	?	·	-11.8%	-6.4%
COC(=O)C1SCC2C(=O)N(Cc3ccc(Cl)c(Cl)c3)CC(=O)N21 (centres undefined)	2.7%	-3.8%	-1.2%	i	-0.1	i	-0.5%	-20.4%	-5.0%
COc1ccc(NC(=O)NS(=O)(=O)c2ccc(C)cc2)cc1OC	-7.0%	-17.9%	-0.9%	i	-0.2	i	-4.1%	-13.4%	-3.1%
OCCOc1ccc(C2=NCCO2)cc1	·	-6.3%	-0.9%	i	-0.3	i	2.6%	-17.1%	0.2%
Cc1cc(=O)[nH]c(SCC(=O)N2CCC(C(N)=O)CC2)n1	10.5%	5.4%	-0.3%	i	0.7	i	-4.4%	17.7%	-0.9%[1.84 µM]
O=C(CSc1nnc(CNC(=O)c2ccccc2F)o1)NCC1CCCO1 (centres undefined)	-7.1%	-1.2%	-0.5%	i	-0.3	i	0.7%	1.9%	-8.6%
Cc1onc(-c2ccccc2Cl)c1C(=O)Nc1sc2c(c1C#N)CCC2	?	-13.1%	0.7%	·	-2.4	·	-9.1%	?	-17.8%
CO/N=C(/CNC(=O)c1ccc(Cl)cc1Cl)c1ccc(Cl)cc1	12.3%	-2.8%	-0.9%	i	-0.7	i	-0.7%	-6.9%	10.5%
CCCc1cc(=O)[nH]c(Nc2ccc(C(=O)O)cc2)n1	4.9%	4.0%	-1.0%	·	·	i	·	2.3%	-0.3%
COc1cc(C2NC(=O)NC(c3ccccc3)=C2C(C)=O)c(Br)cc1OCC(N)=O (centres undefined)	-12.2%	-20.5%	-0.2%	i	-4.6	i	1.1%	3.7%	-0.4%
O=C(Oc1ccc(OC(=O)c2ccncc2)cc1)c1ccncc1	0.1%	5.5%	0.2%	i	0.8	i	·	-6.2%	-3.5%
CCOC(=O)N/N=C/c1c(C)nn(-c2cccc(C(F)(F)F)c2)c1Cl	?	-40.5%	2.8%	i	-5.7	i	0.7%	-30.9%	-9.8%
Cc1ccc(-c2nc3ncccc3o2)cc1N	?	-9.2%	8.9%	i	-2.1	·	-2.4%	19.3%	-11.0%
Cc1cc(C)c(NC(=O)CN(C)C(=O)CCN2C(=O)C3CCCCC3C2=O)c(C)c1 (centres undefined)	·	-17.9%	-2.5%	i	-2.3	i	·	-17.3%	·
Cc1cc(Cc2ccc([N+](=O)[O-])cc2)c(C)cn1	?	-7.8%	3.1%	i	-4.9	i	0.7%	0.8%	11.5%
COc1ccc(NC(=O)c2cc(-c3ccc(C)cc3)on2)cc1OC	-15.4%	-5.8%	-0.2%	i	2.1	i	1.2%	5.2%	3.1%
Cc1cc(C)n(Cc2ccc(Cl)c(Cl)c2)c(=O)c1S(=O)(=O)c1ccccc1	13.5%	-2.2%	3.5%	i	-0.6	i	-0.9%	-6.3%	1.2%
CC1(c2ccc3noc(-c4ccccc4)c3c2)OCCO1	-19.5%	-17.8%	4.9%	i	-3.5	i	0.6%	3.6%	-6.8%
Cc1cnc(C(=O)N(c2ccccc2)C(c2ccccc2)c2nc3ccccc3[nH]2)cn1 (centres undefined)	·	-3.0%	-0.3%	i	-2.2	?	·	-5.8%	·
CC(C)CCNC(=O)NC(=O)COC(=O)C1CCN(S(=O)(=O)c2ccccc2F)CC1	-6.0%	1.1%	1.8%	i	0.2	i	0.5%	1.3%	0.2%
O=C(COC(=O)c1cc(Cl)ccc1O)NNC(=O)c1ccc([N+](=O)[O-])cc1	4.8%	5.5%	0.3%	i	1.2	i	-1.3%	12.7%	1.7%
Cc1c(C(=O)Nc2nc3ccccc3[nH]2)oc2c(Cl)cccc12	?	3.8%	20.2%	i	-30.3*	i	0.0%	-19.6%	-1.8%
CN(C)CCOc1ccc(-c2c(-c3ccccc3)sc3ccccc23)cc1	?	-107.8%	-2.6%	i	-1.8	?	?	?	?
CNC(=O)COC(=O)c1ccc(Cl)c(S(=O)(=O)N2CCCC2)c1	14.7%	-13.5%	0.1%	i	-0.9	i	0.2%	0.3%	-9.6%
O=C1OC(c2ccc(Br)cc2)=N/C1=C\c1ccco1	?	3.2%	16.2%	i	-0.6	i	2.3%	67.7%[activator]	-7.5%
O=C1c2ccccc2C(=O)N1c1cccc(N2C(=O)c3ccccc3C2=O)n1	2.4%	5.9%	·	·	·	·	·	-6.2%	10.3%
CC(C)(C)c1cc2nc3c(c(=O)n2[nH]1)CN(Cc1ccccc1)C3=O	9.4%	11.1%	-0.1%	i	1.7	i	-0.7%	-12.4%	-1.3%
O=C1CC(c2ccccc2)c2ccccc21 (centres undefined)	-9.1%	-0.5%	0.1%[9.22 µM]	i	-3.0	i	-2.7%	2.0%	4.4%
CCc1ccc2c(c1)c1nc(C)sc1n2CC	-22.7%	1.4%	1.9%	i	2.2	i	0.9%	2.4%	-1.8%
